# PP1 counter = blocks human PP1-alpha phosphatase, a PP5 counter-screen | P62136 | purified PP1alpha, OMFP fluorescence | inhibition, % at 6.7 µM | 0.9% of 320,000 active;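 active means inhibition above the mean inhibition of all tested compounds plus 3 SD, computed separately for each screening campaign, cut at about 15% in these data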
# Target sequence (P62136 whole entry, looked up): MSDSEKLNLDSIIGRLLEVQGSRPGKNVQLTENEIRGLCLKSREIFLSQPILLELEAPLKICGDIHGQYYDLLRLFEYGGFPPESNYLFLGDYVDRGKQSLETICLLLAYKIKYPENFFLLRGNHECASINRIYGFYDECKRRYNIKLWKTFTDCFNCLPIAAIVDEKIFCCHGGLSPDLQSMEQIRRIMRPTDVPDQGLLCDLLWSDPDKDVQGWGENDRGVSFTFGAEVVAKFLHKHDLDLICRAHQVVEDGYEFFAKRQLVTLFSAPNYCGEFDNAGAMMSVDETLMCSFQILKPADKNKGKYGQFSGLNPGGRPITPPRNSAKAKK
# EBNA-1 inhibitor = blocks EBNA-1 binding to DNA; 0.34% of 300,000 active; inhibition, % at 14.8 µM; EBNA-1 DNA binding, fluorescence polarization; in the data active means inhibition above about 28%
# HCV core dimer = blocks dimerization of HCV core protein; 0.33% of 300,000 active; TR-FRET GST/Flag-core106 dimerization, 1536-well; inhibition, % at 5 µM; AID 1899;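 active means inhibition above the mean of all tested compounds plus 3 SD, set per screening campaign, cut at about 45% in these data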
#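 System: GST-tagged and Flag-tagged HCV core protein residues 1-106 / Input: core106 proteins, GST 13.5 nM and Flag 17 nM / Buffer or medium: KF-containing HEPES buffer, pH 7.45, DTT, CHAPS, BSA / Probe or stimulus: Eu-anti-GST and XL665-anti-Flag labelled anti-tag antibodies / Schedule: 4 h, 22.5 °C incubation / Technique: TR-FRET 671 and 617 nm emission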
# Efflux pump mplx = blocks antifungal efflux pumps in multiplex yeast assay. S. cerevisiae Candida pump triplex, Nile Red efflux. 0.44% of 330,000 active. inhibition, % at 10 µM. AID 485275;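 active means plate passing quality check with inhibition over a set limit, or well fluorescence over plate mean plus 4 SD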;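 further: Nile Red retained in pooled yeast measured as flow cytometry median fluorescence; 0% = buffer negative control and 100% = Enniatin B positive control; higher means more Nile Red kept so more efflux inhibition; some compounds called inactive have numbers as strong as hits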
# CTSL1 counter = counter-screen for PFM18AAP inhibitors: inhibitors of F. hepatica cathepsin L1; recombinant F. hepatica cathepsin L1, Z-Leu-Arg-MCA fluorescence; inhibition, % at 5.96 µM; 0.49% of 300,000 active; AID 1906;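 active means inhibition above the mean of all tested compounds plus 3 SD, set per screening campaign, cut at about 17% in these data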;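 further: 0% = plate median of test compound wells and 100% = 1 µM Z-Phe-Ala-diazomethylketone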
# TPT1 inhibitor = C. albicans TPT1 enzyme inhibition; recombinant caTPT1, FP RNA substrate dephosphorylation; inhibition, % at 5 µM; 0.81% of 300,000 active; AID 1962;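 active means inhibition above the mean of all tested compounds plus 3 SD, set per screening campaign, cut at about 24% in these data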;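 further: plate controls were DMSO alone for no effect and ferristatin control at 100 nM for full effect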
# PP5 inh = PP5 (human) phosphatase inhibition | P53041 | purified PP5c, OMFP substrate fluorescence | inhibition, % at 6.7 µM | 0.18% of 320,000 active | AID 1987;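 active means inhibition above the campaign's mean inhibition across all tested compounds plus 3 SD, cut at about 9.5% in these data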;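 further: 0% = DMSO only and 100% = 100 µM cantharidin control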
# PREPL inhibitor = human PREPL enzyme inhibition; Q4J6C6; recombinant PREPL, fluorescence polarization activity-based probe; inhibition, % at 5.96 µM; 0.68% of 320,000 active; in the data active means inhibition above about 43%;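 further: 0% = enzyme with DMSO and 100% = wells lacking enzyme; many of its hits are not listed in these tables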
# Target sequence (Q4J6C6 whole entry, looked up): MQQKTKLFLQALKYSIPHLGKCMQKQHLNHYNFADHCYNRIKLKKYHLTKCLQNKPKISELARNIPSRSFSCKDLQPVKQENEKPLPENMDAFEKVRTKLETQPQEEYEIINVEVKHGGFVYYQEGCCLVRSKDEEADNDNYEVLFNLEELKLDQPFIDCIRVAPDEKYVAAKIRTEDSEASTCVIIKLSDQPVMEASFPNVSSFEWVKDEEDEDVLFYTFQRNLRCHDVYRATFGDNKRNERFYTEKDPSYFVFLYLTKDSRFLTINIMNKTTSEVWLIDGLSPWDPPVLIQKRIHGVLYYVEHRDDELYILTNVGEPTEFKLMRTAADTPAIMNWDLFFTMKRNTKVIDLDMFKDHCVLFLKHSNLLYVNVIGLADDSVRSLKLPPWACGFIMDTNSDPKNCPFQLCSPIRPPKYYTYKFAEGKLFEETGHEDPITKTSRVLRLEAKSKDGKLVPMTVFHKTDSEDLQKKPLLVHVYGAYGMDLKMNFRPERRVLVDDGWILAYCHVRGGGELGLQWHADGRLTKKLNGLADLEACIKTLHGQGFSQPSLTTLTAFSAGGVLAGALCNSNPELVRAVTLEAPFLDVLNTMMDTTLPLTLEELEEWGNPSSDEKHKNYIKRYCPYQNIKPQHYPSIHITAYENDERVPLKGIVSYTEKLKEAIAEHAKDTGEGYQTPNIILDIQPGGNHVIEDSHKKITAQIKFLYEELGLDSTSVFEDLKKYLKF
# ZTA counter = counter-screen for EBNA-1 inhibitors: inhibitors of Epstein-Barr virus ZTA; ZTA-DNA binding, fluorescence polarization; 0.15% of 320,000 active; P03206; inhibition, % at 11 µM; AID 2234; in the data active means inhibition above about 33%
# * marks the source's active call; other numbers are inactive results; · = not tested or not shown. Some of the compounds tested; rates above refer to the full screens.
# Sequence of screens – PP1 counter	EBNA-1 inhibitor	HCV core dimer	Efflux pump mplx	CTSL1 counter	TPT1 inhibitor	PP5 inh	PREPL inhibitor	ZTA counter
COc1ccc(OC(C)C(=O)N2CC(C)OC(C)C2)cc1 (centres undefined)
  0	3	6	0.0	4	0	-0.3	5	20
COc1ccc(OCC(=O)OC(C)CN2CCCCC2)cc1 (centres undefined)
  2	-5	-3	0.0	-3	2	2.4	-4	-21
Cc1ccc(Cc2nnc3n(-c4ccccc4)nc(C(=O)c4ccccc4)n3c2=O)cc1
  3	3	25	0.0	0	2	3.7	-7	16
Cc1ccc2cc(C#N)c(SCC(=O)NCC3CCCO3)nc2c1 (centres undefined)
  -1	-16	-10	-0.1	4	0	-6.4	10	2
Cc1ccc(NC(=O)/C=C/c2cccc([N+](=O)[O-])c2)nc1
  -1	-15	-17	0.2	-3	0	-0.4	3	-5
CCOC(=O)C(=O)Nc1ccc(S(=O)(=O)Nc2ncccn2)cc1
  -4	-2	-2	0.1	-3	-1	0.2	0	1
Cc1cccc(N2CCN(S(=O)(=O)c3c(C)[nH]c(C)c3C(=O)N3CCCCC3)CC2)c1C
  0	-4	-7	0.0	0	-3	1.9	36	-19
O=C(Nc1ccc(C(=O)N2CCOCC2)cc1)c1cccc([N+](=O)[O-])c1
  -2	7	2	-0.2	-3	-5	0.3	0	2
COc1ccc(-c2cnnc(N/N=C/C(C)=C/c3ccccc3)n2)cc1
  1	0	5	0.0	-2	0	0.7	2	17
CCOC(=O)CSc1nnc(Cn2nnc3ccccc32)n1-c1ccc(F)cc1
  -3	-3	1	0.0	-6	5	-1.3	0	3
CN(/N=C/c1ccccc1)C(=S)c1ccccc1
  0	-14	-1	0.3	2	2	1.9	2	-4
C=C1CCN([C@H](C(=O)NCc2ccc(OC)cc2)C(C)C)S(=O)(=O)c2ccccc21
  0	1	-12	-0.1	-1	2	-0.5	14	-11
COC(=O)C1C(O)C(C)C(O)C(C)(O)/C=C\C=C(/C)C(=O)Nc2c(C)c(OC(C)=O)c3c(c2O)C(=O)C(C)=C2OCOC(=C23)/C(C)=C/C(C)(O)C(O)C(C)C1O (centres undefined)
  7	16	-6	-0.2	2	4	1.4	3	10
CCn1nc(C)c(Oc2ccccc2O)c1C
  3	-1	1	-0.2	5	2	0.2	12	6
CC[C@H](C)[C@H](NC(N)=O)C(=O)Nc1ccc(NC(C)=O)cc1
  -3	-2	-3	0.0	-1	0	-1.3	5	-1
CN1CCN(C(=O)CCN2C(=O)c3ccccc3S2(=O)=O)CC1
  -6	-8	1	0.0	2	2	-0.3	4	-6
CCS(=O)(=O)NCc1csc(-c2ccccc2)n1
  -1	-3	-7	-0.1	3	-1	-1.5	2	9
CCc1ccc(S(=O)(=O)NCCc2cn3cccc(C)c3n2)s1
  -6	12	-2	-0.1	2	0	1.6	3	12
Cc1ccc(C(=O)COC(=O)CNC(=O)CNC(=O)c2ccc(C)cc2)cc1
  -4	-1	-1	0.1	-17	2	1.1	-8	9
Cc1c(NC(=O)CSc2nc(-c3ccco3)cc(C(F)(F)F)n2)c(=O)n(-c2ccccc2)n1C
  -3	-1	-4	0.0	0	0	0.1	4	-21
FC(F)(F)c1nc2ccccc2n2c(-c3ccc(Cl)cc3)nnc12
  -4	6	-39	0.0	-5	-4	-0.4	-1	-6
CCC(C)(C)NC(=O)C(c1ccc(OC)cc1)N(C(=O)CCC(=O)Nc1cc(C)on1)c1cccc(OC)c1 (centres undefined)
  2	-21	3	0.3	0	-4	4.2	7	-14
C=CCn1c(C(c2ccccc2)c2ccccc2)n[nH]c1=S
  2	-4	0	0.3	-1	0	2.1	-5	0
S=C(NCCN1CCOCC1)Nc1ccccc1Cl
  2	-2	-1	-0.1	-2	-1	0.8	6	1
CCN(c1ccc(F)cc1)S(=O)(=O)c1cccc2nsnc12
  -1	-2	2	0.2	4	-2	0.6	2	-1
O=C(CSc1cccc2cccnc12)NCc1ccco1
  -5	-6	4	0.2	-7	3	1.3	2	-3
Cc1cccc(N2C(=O)C(CC(=O)Nc3cccc(F)c3)N(CCc3ccncc3)C2=O)c1 (centres undefined)
  -4	-7	3	-0.2	-1	3	0.0	9	10
c1ccc(CSc2ncn(-c3ccccc3)n2)cc1
  4	-18	-2	0.2	0	-3	6.4	-5	-13
CCCCNC(=O)[C@H]1C[C@H]1[C@@H](O)[C@H](CO)NC(=O)[C@H](COCc1ccccc1)NC(=O)OC(C)(C)C
  -2	-1	-7	0.2	-4	0	0.8	4	0
COc1ccccc1N=C1NC(=O)/C(=C/c2ccc(N(C)C)cc2)S1
  1	-6	6	0.2	2	119*	1.4	39	-14
C=CCOc1ccc(C2NC(=S)NC(c3ccccc3)=C2C(C)=O)cc1OC (centres undefined)
  1	4	8	0.1	0	0	2.1	-5	14
CN(C)CCn1c2c(c(SCC(=O)NCc3ccccc3)nc1=O)CCCC2
  -5	0	-2	0.0	0	0	0.7	-31	-7
COc1ccc(-n2nc(C(=O)NCC(=O)N3CCC(C(N)=O)CC3)c3ccccc3c2=O)cc1OC
  2	-2	-9	0.0	1	-2	2.4	3	-11
Cc1cc(/C=N/n2c(COc3ccccc3)nc3ccccc3c2=O)c(O)c([N+](=O)[O-])c1
  -1	-6	-3	-2.4	0	6	3.4	25	4
CCc1ccc(Nc2ncnc3nc[nH]c23)cc1
  -1	3	-4	0.0	6	-3	0.3	6	18
COC(=O)c1ccc(NCC(=O)Nc2cc(C)cc(C)c2)cc1
  7	6	-5	-0.1	4	-4	1.2	19	8
COc1cc(/C=C/C(=O)OCC(=O)N2CCC(Cc3ccccc3)CC2)ccc1O
  3	-6	14	0.1	-1	-3	4.9	22	1
Cc1ccc(S(=O)(=O)NCCC(=O)NNC(=O)c2ccccc2O)cc1C
  -3	-15	-4	-0.1	2	1	3.5	-13	-16
Cc1nc2c(cc1C#N)C(=O)c1ccccc1-2
  -2	-1	4	0.0	3	0	-0.2	2	12
CCc1nnc(NC(=O)c2ccc3c(c2)C(=O)N(C(C)(C)C)C3=O)s1
  0	17	-3	0.0	5	0	-0.8	8	6
CCCCn1c(NCCN(C)C)nc2c1c(=O)[nH]c(=O)n2C
  -5	3	0	0.0	-2	-1	2.8	-3	-9
COc1ccc(NC(=O)Cc2nnc(SCC(=O)NC3CCCCC3C)n2C)cc1 (centres undefined)
  4	-3	2	0.1	0	1	3.1	1	-6
CCN=C(NCC)SC1CC(=O)N(c2ccc(OC)cc2)C1=O (centres undefined)
  -1	11	7	0.0	0	1	0.8	3	3
C#CCOCCOCCOCCNc1nc(N2CCN(C(=O)CCCCCCCCCCNC(=O)[C@H](CCCCN)n3cc(C)nn3)CC2)nc(N2CCN(C(=O)CCCCCCCCCCNC(=O)[C@H](CCCN=C(N)N)n3cc(C[C@@H](C)CC)nn3)CC2)n1
  53*	-2	-14	0.1	-4	0	5.0	47*	51*
COc1cccc(/C=N/c2oc(-c3ccccc3)cc2C#N)c1O
  -1	-9	-12	0.1	1	-2	2.5	-4	-6
CCOC(=O)c1cnc(-n2nc(C)cc2C)nc1NCCO
  0	8	-3	0.0	3	0	-0.4	0	-7
O=C(COc1ncnc2ccccc12)Nc1cc([N+](=O)[O-])ccc1Cl
  0	-6	-1	-0.1	-3	-2	0.4	19	-3
O=[N+]([O-])c1ccc(COc2ccc(Br)cc2CN2CCOCC2)cc1
  0	-3	1	0.0	0	0	1.8	40	-2
COc1ccccc1N(CC(O)Cn1nc(C)cc1C)S(=O)(=O)c1ccccc1 (centres undefined)
  -3	6	0	0.0	2	-9	0.4	-8	6
CN(C)S(=O)(=O)c1ccc2nnn(OCC(=O)NC3CCS(=O)(=O)C3)c2c1 (centres undefined)
  -6	·	·	0.0	·	·	-1.5	4	-5
COc1ccccc1NC(=O)N1CCN(c2ccc3nnc(-c4ccc(F)cc4)n3n2)CC1
  2	1	6	0.0	1	-2	1.4	-4	5
O=C(COC(=O)C12CC3CC(CC(C3)C1)C2)NC12CC3CC(CC(C3)C1)C2
  -1	-12	3	0.0	-1	-3	2.4	-6	-12
COc1ccc(C2SCC(C(=O)O)N2C(C)=O)cc1OC (centres undefined)
  -2	-5	-4	-0.3	6	-2	-1.8	10	-11
Cc1cccc(/C=N/c2sc3c(c2C#N)CCN(Cc2ccccc2)C3)c1O
  5	-13	17	0.2	0	58*	-4.6	37	4
c1ccc(OCc2ccc(CCCN3CCOCC3)cc2)cc1
  1	-3	0	0.1	-1	-4	-0.3	2	0
Cc1cc2oc(C(=O)NC3CCS(=O)(=O)C3)c(C)c2cc1C (centres undefined)
  -1	2	-3	0.0	2	-7	0.2	-1	-11
Cc1ccc(C(=O)Nc2nccs2)cc1S(=O)(=O)N1CCCCC1
  -2	-7	5	-0.1	-5	-3	0.8	-2	5
COc1cc(NC(C(=O)Nc2cccc(C(C)=O)c2)c2ccccc2)cc(OC)c1OC (centres undefined)
  2	2	7	0.0	-2	1	3.4	6	16
CCN1CCN(CC(=O)N2N=C(c3cccs3)CC2c2ccc(OC)c(OC)c2)C(=O)C1=O (centres undefined)
  -2	2	1	0.1	4	1	0.1	24	8
COc1ccc(Oc2nc(-c3cccnc3)nc3ccccc23)cc1
  7	6	3	0.1	1	0	0.1	-2	9

# Compound profiles (already shown).
# `CCS(=O)(=O)NCc1csc(-c2ccccc2)n1` as listed: PP1 counter: -1; EBNA-1 inhibitor: -3; HCV core dimer: -7; Efflux pump mplx: -0.1; CTSL1 counter: 3; TPT1 inhibitor: -1; PP5 inh: -1.5; PREPL inhibitor: 2; ZTA counter: 9
# `COc1ccc(C2SCC(C(=O)O)N2C(C)=O)cc1OC` (centres undefined) as listed: PP1 counter: -2; EBNA-1 inhibitor: -5; HCV core dimer: -4; Efflux pump mplx: -0.3; CTSL1 counter: 6; TPT1 inhibitor: -2; PP5 inh: -1.8; PREPL inhibitor: 10; ZTA counter: -11

# (listing goes on)
# Sequence of screens – PP1 counter	EBNA-1 inhibitor	HCV core dimer	Efflux pump mplx	CTSL1 counter	TPT1 inhibitor	PP5 inh	PREPL inhibitor	ZTA counter
NC(=O)CSc1nnc(COc2ccccc2)n1Cc1ccco1
  -3	-3	-2	0.0	1	-2	-1.2	-8	-26
O=C(Nc1cccc(-c2cccc(Cl)c2)c1)C1CCN(C2CCC2)CC1
  1	-16	-8	0.3	0	3	-0.1	-42	-19
CCNC(=O)CC1SC(=Nc2ccc(Cl)cc2)N(CC)C1=O (centres undefined)
  -3	-1	5	0.0	-2	1	3.5	7	1
Cc1ccc(NS(=O)(=O)c2ccc(C(=O)N3CCN(S(=O)(=O)c4ccccc4)CC3)cc2)cc1
  3	2	8	0.1	3	-2	1.3	6	16
COc1ccc(NC(=O)C2=C(C)NC(=O)NC2c2cccs2)c(OC)c1 (centres undefined)
  -4	6	0	-0.1	1	1	2.9	-11	3
O=C(N/N=C\c1ccc(S(=O)(=O)O)o1)c1ccc2c(c1)OCO2
  -1	-13	10	0.1	3	2	3.1	1	-8
O=C(NNS(=O)(=O)c1ccc(CCCl)cc1)C(O)(c1ccccc1)c1ccccc1
  1	-10	-2	-0.2	3	2	1.0	6	1
COc1cc(Cl)ccc1OCc1cc(C(=O)N2CCCCCC2)no1
  0	3	12	-0.1	-1	-3	2.9	4	-3
CCCNC(=O)c1ccc2c(=O)n(Cc3ccco3)c(=S)[nH]c2c1
  1	-2	5	-0.1	0	2	-1.8	9	-6
O=C(NCc1ccco1)C1CC(c2c(Cl)cccc2Cl)=NO1 (centres undefined)
  1	-11	16	·	-3	0	1.9	-4	-8

# Compound activity as filed in PubChem.
